# Bioassay records from PubChem.
# MMP-13 inhibitor – human MMP13 inhibitors, primary screen, biochemical, FRET peptide cleavage | 65,000 compounds, 0.07% hits | AID 570, 2006 | MMP-13 fTHP FRET cleavage, Mca fluorescence | inhibition, % at 4 µM | Collagenase 3 (Homo sapiens), P45452;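 active = inhibition above the mean of compound-free control plate wells plus 3 SD, cut at about 14% in these data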;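 also: 0% = DMSO wells and 100% = wells with reference MMP-13 inhibitor after basal subtraction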
# Abs 340nm – compound light absorbance at 340 nm, profiling panel, artefact control, biochemical, MLSMR library, data from PS, PMK, MK assays; compound absorbance at 340 nm, fold over control; fold change at 10 µM; 65,000 tested, under 10 active;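 active = at 10 µM dose, initial 340 nm absorbance at least 2 fold that of control wells; inactive = change under 2 fold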;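 also: initial absorbance extrapolated from kinetic A340 decline of NADH oxidation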
# TNAP act DEA – human TNAP enzyme activators, primary screen, biochemical, luminescent, intermediate phosphate acceptor level; Alkaline phosphatase, tissue-nonspecific isozyme (Homo sapiens), P05186; purified TNAP, CDP-star luminescence, 100 mM DEA, 30 min; active compounds read high; scale: 0 levamisole-inhibited, 1 vehicle-only enzyme; activation factor at 20 µM; 64,000 tested, under 10 active;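 active = activation factor of at least 2 at 20 µM, relative to controls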
# Target sequence (P05186 whole entry, looked up): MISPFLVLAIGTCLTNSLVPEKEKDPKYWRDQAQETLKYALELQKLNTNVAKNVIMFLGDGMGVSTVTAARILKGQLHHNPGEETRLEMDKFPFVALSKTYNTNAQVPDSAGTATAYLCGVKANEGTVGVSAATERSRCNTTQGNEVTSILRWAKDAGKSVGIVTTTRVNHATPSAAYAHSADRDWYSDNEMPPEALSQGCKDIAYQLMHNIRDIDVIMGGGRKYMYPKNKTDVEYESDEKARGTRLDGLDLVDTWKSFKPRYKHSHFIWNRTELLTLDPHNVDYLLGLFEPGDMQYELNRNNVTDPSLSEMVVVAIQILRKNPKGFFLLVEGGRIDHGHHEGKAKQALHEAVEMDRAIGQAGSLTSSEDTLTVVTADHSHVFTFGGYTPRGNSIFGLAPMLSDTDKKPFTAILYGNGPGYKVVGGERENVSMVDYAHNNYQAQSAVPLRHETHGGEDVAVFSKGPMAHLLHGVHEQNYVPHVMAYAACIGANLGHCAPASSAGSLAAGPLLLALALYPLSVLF
# RORA act – activators of orphan receptor RORA, primary screen, cell-based, luminescence; Nuclear receptor ROR-alpha (Homo sapiens), P35398; CHO-K1 Gal4-RORA LBD luciferase reporter; percent increase over mock-subtracted basal signal; activation, % at 10 µM; 65,000 compounds, 1.5% hits; AID 560, 2006;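 active = activation above the mean of all tested compounds plus 3 SD, cut at about 49% in these data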;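 also: 0% = DMSO-treated RORA cells and 100% = added signal equal to DMSO minus mock-transfected cells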
# 5-HT1A blocker – human 5-HT1a receptor antagonists, primary screen, cell-based, CHO, Ga15 NFAT-bla reporter; CHO 5-HT1a Ga15 NFAT-bla reporter, antagonist mode; 62,000 compounds, 0.68% hits; inhibition, % at 10 µM; AID 612, 2007;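 active = inhibition above the mean of all tested compounds plus 3 SD, cut at about 43% in these data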;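 also: receptor stimulated by 5-CT agonist at 100 nM near EC80; beta-lactamase reporter measured by ratiometric fluorescence of a cleavable substrate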
# Target sequence (P08908 whole entry, looked up): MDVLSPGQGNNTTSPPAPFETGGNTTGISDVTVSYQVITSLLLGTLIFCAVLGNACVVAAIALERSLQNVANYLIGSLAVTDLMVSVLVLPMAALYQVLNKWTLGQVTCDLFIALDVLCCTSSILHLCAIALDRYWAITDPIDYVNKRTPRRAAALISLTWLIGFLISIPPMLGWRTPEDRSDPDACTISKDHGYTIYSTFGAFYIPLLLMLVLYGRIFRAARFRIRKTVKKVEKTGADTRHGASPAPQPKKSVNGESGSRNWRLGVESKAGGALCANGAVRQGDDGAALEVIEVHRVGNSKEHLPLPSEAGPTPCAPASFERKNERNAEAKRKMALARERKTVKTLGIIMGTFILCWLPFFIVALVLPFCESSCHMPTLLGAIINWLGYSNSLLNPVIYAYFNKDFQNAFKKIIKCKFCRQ
# 5HT1a ag – human 5-HT1a receptor agonists, primary screen, cell-based, CHO, Ga15 NFAT-bla reporter. CHO 5-HT1a Ga15 NFAT-bla reporter, FRET ratio; 0% basal, 100% maximal reference agonist. activation, % at 10 µM. 5-hydroxytryptamine receptor 1A (Homo sapiens), P08908. 65,000 compounds, 0.56% hits;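 active = activation above the screen-wide mean activation plus 3 SD, cut at about 19% in these data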;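 also: 0% = DMSO wells and 100% = 5-CT at EC100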
# Autofluor 339 – intrinsic fluorescence of library compounds, ex339/em460 – biochemical, MLSMR library, data from DPM-DC assay, artefact control, profiling panel. compound autofluorescence, ex339/em460 nm, NADH buffer; active compounds read high; 1 = no-compound wells, NADH background. fluorescence fold increase at 10 µM. 65,000 compounds, 5.5% hits;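 active = at 10 µM, mean starting fluorescence two-fold or more over control wells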;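 also: signal is the first read of a kinetic run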
# SF-1 act – activators of human SF-1, primary screen, cell-based, CHO-K1, Gal4-SF-1 LBD, luciferase luminescence; activation, % at 10 µM; 65,000 compounds, 1.9% hits; CHO-K1 Gal4-SF-1 LBD luciferase reporter; % increase over DMSO SF-1-specific signal; Steroidogenic factor 1 (Homo sapiens), Q13285;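 active = activation above the mean activation of all tested compounds plus 3 SD, cut at about 50% in these data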
#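 System: CHO-K1 cells with Gal4–hSF-1 LBD chimera plus Gal4-driven luciferase; quantity: 4,000 CHO-K1 cells per well; compound: one dose, 10 µM compound, 1% DMSO; times: 20 h compound treatment, 37 °C; measured by: SteadyLite luciferase luminescence; read-out: percent activation versus DMSO; benchmarks: DMSO and mock-transfected background; replicates: one test per compound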
# NADH coupling – inhibitors of PK/LDH coupling enzymes, profiling panel, artefact control, biochemical, MLSMR library | coupled PK/LDH NADH assays, four targets | IC50, µM (titrated, usually from 10 µM), for the others: at the highest dose inhibition | 65,000 compounds, 0.02% hits | AID 774, 2007;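 active = single-dose screening hits from any of four coupled enzyme assays that gave an IC50 when retested across doses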;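 also: the DPM-DC format reads NADH fluorescence rather than 340 nm absorbance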
# Starred values were filed as active, the others as inactive; nt = not tested or not shown; [ ] = remark or other dose.
[1] O=C(NC1CCCCC1)N1CCCc2ccccc21
[2] CCC(=O)N1CCc2cc(S(=O)(=O)CCC(=O)O)ccc21
[3] CSc1nsc(SC)c1NC(=O)N1CCCC1
[4] CCOc1ccc(-n2c(SC(C)C(=O)OC)nc3c(c2=O)SCC3)cc1 (configuration not stated)
[5] CCOC(=O)N1CCN(C(=O)c2cnsn2)CC1
[6] COc1ccc(-c2cc(C(=O)NCCN3CCOCC3)c3ccccc3n2)c(OC)c1
[7] CCOC(=O)c1ccc(-n2c(-c3ccco3)nc3ccccc3c2=O)cc1
[8] CCc1ccc(N2CC(C(=O)OCC(=O)NC3CCS(=O)(=O)C3)CC2=O)cc1 (configuration not stated)
assay / compound	1	2	3	4	5	6	7	8
MMP-13 inhibitor	4	3	5	11	0	nt	4	7
Abs 340nm	1.1	1	1	1.1	1	1.1	1.1	0.99
TNAP act DEA	1	0.9	0.9	nt	0.9	0.9	0.9	0.9
RORA act	-9	-8	-26	4	4	nt	-16	8
5-HT1A blocker	1	10	-8	-4	-4	nt	6	-11
5HT1a ag	0.7	-3.8	-3.1	0.0	-0.1	nt	0.0	-1.9
Autofluor 339	1.1	1.1	1.1	1.1	1.1	1.2	1.1	1
SF-1 act	-2	34	4	-9	-5	nt	20	-9
NADH coupling	7%	5%	6%	7%	4%	2%	2%	4%

[9] CCOC(=O)N1CCC(NC(=O)Cc2ccc(-n3c(=O)[nH]c4ccccc4c3=O)cc2)CC1
[10] O=C(Nc1nnc(-c2cccs2)o1)c1ccco1
[11] CNC(=O)N(C1=NCC(C)(C)S1)c1ccc(F)c(Cl)c1
[12] COc1cccc(C2C=C(c3cccs3)Nc3ncnn32)c1OC (configuration not stated)
[13] O=C1c2ccccc2C(=O)N1CC1c2ccccc2CCN1C(=O)N1CCOCC1 (configuration not stated)
[14] CC(C)n1cnc2cc(NCc3nc4ccccc4n3C)ccc21
[15] CCC(=O)N1CCc2cc(S(=O)(=O)N3CCc4ccccc43)ccc21
[16] CCN1CCN(C(c2cccc(OC)c2)c2sc3nc(C)nn3c2O)CC1 (configuration not stated)
assay / compound	9	10	11	12	13	14	15	16
MMP-13 inhibitor	0	-1	6	-6	-11	-3	4	3
Abs 340nm	1	1.2	1.1	1.2	1.1	1.1	1	0.99
TNAP act DEA	0.9	1	0.9	1	0.9	0.9	0.9	1
RORA act	-7	17	7	11	-5	24	-11	4
5-HT1A blocker	-7	-4	12	26	nt	3	-1	-3
5HT1a ag	-0.6	-0.9	1.2	-4.3	-0.2	-2.3	-1.4	-1.4
Autofluor 339	1.1	1	1.1	1.5	1.1	1.2	1.1	1.1
SF-1 act	-5	17	24	-15	-14	4	-6	-1
NADH coupling	3%	4%	8%	4%	2%	4%	4%	6%

[17] Cc1ccc(S(=O)(=O)c2nc(N3CCOCC3)sc2Cl)cc1
[18] Cc1nc(SCC#N)c2c3c(sc2n1)CCC3
[19] Fc1ccc(-c2cc3nc(-c4ccccc4)cc(N4CCN(CCN5CCOCC5)CC4)n3n2)cc1
[20] CCN(CC)S(=O)(=O)c1ccc(Cl)c(C(=O)NCC2CCCO2)c1 (configuration not stated)
[21] CC(=O)Nc1nc2n(n1)C(c1ccc(F)cc1)C=C(c1ccccc1)N2 (configuration not stated)
[22] CCN1CCN(c2ccc(NC(=O)c3cccc4ncccc34)cc2)CC1
[23] N#CC1=C(SCc2ccccc2Cl)NC(=O)C(C(N)=O)C1 (configuration not stated)
[24] COc1ccc(S(=O)(=O)Nc2cc(C(=O)NC3CCCCCC3)ccc2N2CCOCC2)cc1
assay / compound	17	18	19	20	21	22	23	24
MMP-13 inhibitor	3	3	-148[fluorescence artefact?]	0	-45	3	8	-7
Abs 340nm	1	1	1	0.99	1.1	1.1	1	0.99
TNAP act DEA	0.9	0.8	0.9	0.9	0.9	0.9	0.9	0.9
RORA act	1	-14	2	-10	7	-18	6	12
5-HT1A blocker	-16	10	8	-5	20	-10	-2	13
5HT1a ag	-0.9	-0.7	3.8	-1.1	0.2	0.9	-1.4	0.8
Autofluor 339	1.3	1.1	3.7*	1.1	3.4*	1.1	1.1	1.2
SF-1 act	11	-14	8	6	-4	-1	3	23
NADH coupling	4%	6%	10%[fluoresces]	6%	4%[fluoresces]	3%	6%	8%

# Some of these compounds in order of formula weight, highest first.
[24] COc1ccc(S(=O)(=O)Nc2cc(C(=O)NC3CCCCCC3)ccc2N2CCOCC2)cc1
[20] CCN(CC)S(=O)(=O)c1ccc(Cl)c(C(=O)NCC2CCCO2)c1 (configuration not stated)
[23] N#CC1=C(SCc2ccccc2Cl)NC(=O)C(C(N)=O)C1 (configuration not stated)
assay / compound	24	20	23
MMP-13 inhibitor	-7	0	8
Abs 340nm	0.99	0.99	1
TNAP act DEA	0.9	0.9	0.9
RORA act	12	-10	6
5-HT1A blocker	13	-5	-2
5HT1a ag	0.8	-1.1	-1.4
Autofluor 339	1.2	1.1	1.1
SF-1 act	23	6	3
NADH coupling	8%	6%	6%

# (next part)
[25] O=C(Nc1nnc(CC(=O)N2CCCC2)s1)c1cnccn1
[26] O=C(NCCc1ccccc1)c1cc(-c2ccco2)on1
[27] Cc1ccccc1CSc1nncn1N
[28] COC(=O)c1cn(C)c2ccc(S(=O)(=O)N3CC(C)CC(C)C3)cc2c1=O (configuration not stated)
[29] Cc1ccc2[nH]c3c(=O)n(CCN4CCNCC4)cnc3c2c1
[30] CSc1nc(N2CCOCC2)c2c3c(sc2n1)CCC3
[31] O=C(Nc1nc2ccc(S(=O)(=O)N3CCCC3)cc2s1)C1CCCCC1
[32] COCCCNC(=O)c1cccc(C(=O)NCCCOC)c1
assay / compound	25	26	27	28	29	30	31	32
MMP-13 inhibitor	2	-5	1	2	-15	3	3	2
Abs 340nm	1.1	0.97	1.1	1	1	1	1	1
TNAP act DEA	0.9	0.8	0.9	0.9	1	0.9	0.9	0.9
RORA act	13	69*	10	-7	-5	8	29	6
5-HT1A blocker	-16	4	-6	-5	11	-4	8	0
5HT1a ag	0.2	0.2	-2.4	-1.3	-4.8	1.0	0.3	-3.4
Autofluor 339	1.1	1.1	1.1	0.95	3.1*	1	1.2	1.1
SF-1 act	-9	86*	8	-6	-1	-2	34	6
NADH coupling	4%	3%	7%	7%	12%	6%	3%	0%

[33] CC1(NC(=O)N2CCCCC2)CCS(=O)(=O)C1 (configuration not stated)
[34] O=C(CCCN1C(=O)c2cccnc2C1=O)N1CC(=O)N(CCc2ccccc2)C(=O)C1
[35] CCOc1ccc(Nc2cc(C)nc(-n3nc(C)cc3C)n2)cc1
[36] COc1cccc(CNC(=O)CCn2c(=O)oc3ccccc32)c1
[37] O=C(Nc1nnc(-c2ccc(Cl)cc2)o1)c1ccccc1Br
[38] CC1CC(C)CN(c2ncc3c(n2)CC(c2ccc(Cl)cc2)CC3=O)C1 (configuration not stated)
[39] O=C1CC(N2CCOCC2)C(=O)N1c1cc(Cl)cc(Cl)c1 (configuration not stated)
[40] CCOC(=O)C1=C(CN2CCSCC2)NC(=O)NC1c1cc(C)ccc1C (configuration not stated)
assay / compound	33	34	35	36	37	38	39	40
MMP-13 inhibitor	1	1	1	-2	4	-1	-4	6
Abs 340nm	1.1	0.97	1	1	1.1	1.1	1.1	1.1
TNAP act DEA	0.9	1	1	0.9	0.8	0.9	0.9	0.9
RORA act	-10	8	-24	11	-4	-5	-14	-9
5-HT1A blocker	-9	-2	52*	9	9	8	-3	2
5HT1a ag	-2.7	0.1	-4.1	-3.7	-3.0	-0.5	-0.1	-1.0
Autofluor 339	1.1	1	1.1	1.1	0.79	1.2	1.1	1.1
SF-1 act	0	-17	-65	-1	6	-3	16	-11
NADH coupling	2%	7%	3%	2%	5%	1%	1%	7%

[41] CC1(C)CC(=O)C2=C(C1)N=C1SCCC(=O)N1C2c1ccccc1 (configuration not stated)
[42] COc1ccc(N2CCn3c2nc2c3c(=O)n(CCCc3ccccc3)c(=O)n2C)c(OC)c1
[43] COc1nc(NC23CC4CC(CC(C4)C2)C3)nc(OC)n1
[44] CCOC(=O)CSc1nnc(CNC(=O)c2cccs2)n1-c1ccccc1
[45] Cc1ccc(-c2nnc3ccc(SCC(=O)NCc4ccco4)nn23)cc1
[46] CCCOc1ccc(/C(O)=C2/C(=O)C(=O)N(CCN(C)C)C2c2ccc(OC)c(OC)c2)cc1 (configuration not stated)
[47] CCOC(=O)CSc1nc(-c2ccc3c(c2)OCO3)ccc1C#N
[48] CC1(C)CC(=O)C=C(Nc2ccc(S(N)(=O)=O)cc2)C1
assay / compound	41	42	43	44	45	46	47	48
MMP-13 inhibitor	-2	1	nt	5	2	-7	-289[fluorescence artefact?]	5
Abs 340nm	1.1	1	1	0.99	0.98	1.1	1	1.2
TNAP act DEA	0.9	0.9	1	0.9	0.8	0.9	0.9	0.9
RORA act	-8	-50	nt	-4	-13	-8	7	-9
5-HT1A blocker	-2	-3	nt	-6	-1	nt	nt	-1
5HT1a ag	-2.0	0.8	nt	-2.4	-1.7	-2.9	3.7	-3.1
Autofluor 339	1.1	1.1	1.1	1	1.1	1	2.2*	1
SF-1 act	-4	-40	nt	1	-9	2	64*	-8
NADH coupling	7%	5%	2%	7%	10%	3%	6%[fluoresces]	5%

[49] c1cncc(-c2nc(NCc3ccco3)c3ccccc3n2)c1
[50] Cc1c(C(=O)NCc2ccc3c(c2)OCO3)oc2ccc(S(=O)(=O)N3CCCCC3)cc12
[51] CC(CCc1ccccc1)NC(=O)c1cccnc1 (configuration not stated)
[52] Cc1csc(NC(=O)Cc2nn(C)c(=O)c3ccccc23)n1
[53] COc1ccc(Cl)cc1N(CC(=O)N1CCN(Cc2ccccc2)CC1)S(C)(=O)=O
[54] CC(=O)NCC(=O)NC1(C(=O)NC2CCCC2)CCCCC1
[55] CCC(=O)N1CCc2cc(Br)cc(S(=O)(=O)NCCN3CCCCC3CC)c21 (configuration not stated)
[56] Nc1nnnn1/N=C/c1cccs1
[57] COc1ccc(-n2c(SCC#N)nnc2-c2ccc(NS(=O)(=O)c3ccc(C)cc3)cc2)cc1
[58] COC(=O)c1ccc(C(=O)OC)c(NS(C)(=O)=O)c1
assay / compound	49	50	51	52	53	54	55	56	57	58
MMP-13 inhibitor	4	5	6	2	3	3	3	3	5	4
Abs 340nm	1.1	0.99	1	1	1	1	1	1.1	1	1
TNAP act DEA	0.9	0.9	1	0.9	0.9	1	1	0.9	1	0.9
RORA act	6	23	-10	-45	3	-7	23	-11	7	-13
5-HT1A blocker	9	6	-9	1	4	-4	11	nt	11	-3
5HT1a ag	-1.7	-0.1	-2.1	-0.4	0.4	0.0	-0.3	-0.2	2.0	-0.2
Autofluor 339	1.1	1.1	1.1	1.1	0.8	1.2	1	1.1	1.2	1.2
SF-1 act	0	2	0	-54	-4	-12	-9	-8	-18	-9
NADH coupling	1%	4%	3%	8%	9%	5%	2%	1%	2%	5%
